FUS suppressor: suppressors of FUS proteinopathy in yeast. S. cerevisiae FUS-expressing, growth rescue, OD600, 24 h. Potency, µM (highest dose often 76.6 µM), inactives show at the highest dose growth rescue (activation), hits mostly activators. actives 0.24% (n = 390,000). AID 1347120;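 also: potency is read from the fitted curve at half-maximal effect; plate controls were DMSO vehicle for no effect and reference control for full effect; nearly all actives have a fitted effect of over 55% in size; some results filed as inactive show a strong effect at the top dose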
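Cultures pregrown in 2.5% raffinose medium are shifted to minimal medium containing 2% galactose to express toxic FUS. Compounds are tested at several concentrations. After 24hr at 30C, growth is quantified at 600 nm absorbance.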
IL2 activator: IL-2 activation; activation, % (series mostly up to about 46 µM); IL-2 activation reporter assay, cell-based qHTS; stimulated with anti-CD3/CD4/CD28 beads; in transgenic mouse T cells; actives 0.065% (n = 360,000); in the data active = activation above about 50%; inconclusive = mostly about 30% to 49%; also: 0% is about no effect
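Unstimulated transgenic mouse T cells, 750 per well, received compound and, after 60 minutes, anti-CD3/anti-CD4 bead plus anti-CD28 stimulation. EGFP and DsRed were quantified after 18 hours.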
PLK1 PBD block: inhibitors of human PLK1 polo-box domain binding; actives 2.8% (n = 360,000); P53350; AID 720504; Plk1 PBD binding of FITC phosphopeptide, fluorescence polarization; Potency, µM, for the others: max response, negative = inhibition, most hits filed as inhibitors; also: potency is read from the fitted curve at half-maximal effect; series mostly up to about 57 µM; % is scaled to controls: 0 for no effect and ±100 for the full control effect; nearly all actives have a fitted effect of over 65% in size
Abeta rescue: restores growth of yeast expressing A-beta42 peptide. AID 1347071. Potency, µM (top dose mostly 46.1 µM), for the others: top-dose growth rescue, most hits filed as activators. actives 0.063% (n = 410,000). yeast expressing A-beta42, growth rescue, OD600, 48 h; response scale: 0% DMSO, 100% iron-clioquinol control; also: potency is read from the fitted curve at half-maximal effect; nearly all actives have a fitted effect of over 55% in size
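Yeast A-beta toxicity model in growth medium with pinned compounds, 48 h at 30 C; growth read as absorbance at 600 nm. Normalized to FeCl3/clioquinol equimolar mix (positive) and DMSO (negative).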
WRN helicase inh: inhibitors of human WRN helicase | Q14191 | WRN helicase unwinding, fluorescent forked duplex, kinetic | actives 0.46% (n = 360,000) | Potency, µM (titrated, usually from 114 µM), for the others: at the top dose activity change, negative = inhibition, usual class: inhibitors | AID 651768; also: potency is read from the fitted curve at half-maximal effect; % is scaled to controls: 0 for no effect and ±100 for the full control effect; nearly all actives have a fitted effect of over 55% in size
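Screening of the MLSMR collection measured strand separation of a quenched forked DNA duplex (100 nM) by 20 nM WRN with 2 mM ATP, all final. Compounds were preincubated with enzyme 15 min at room temperature.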
EPAC1 antagonist: EPAC1 (human) antagonism; O95398; EPAC1 GEF assay, Rap1b-BODIPY-GDP exchange fluorescence; Potency, µM (series often up to 115 µM), for inactives: at the top dose activity change, negative = inhibition, most hits filed as inhibitors; actives 0.14% (n = 360,000); AID 720709;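 also: potency is read from the fitted curve at half-maximal effect; plate controls were vehicle for no effect and positive control for full effect; nearly all actives have a fitted effect of over 50% in size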
Target sequence (O95398 whole entry, looked up): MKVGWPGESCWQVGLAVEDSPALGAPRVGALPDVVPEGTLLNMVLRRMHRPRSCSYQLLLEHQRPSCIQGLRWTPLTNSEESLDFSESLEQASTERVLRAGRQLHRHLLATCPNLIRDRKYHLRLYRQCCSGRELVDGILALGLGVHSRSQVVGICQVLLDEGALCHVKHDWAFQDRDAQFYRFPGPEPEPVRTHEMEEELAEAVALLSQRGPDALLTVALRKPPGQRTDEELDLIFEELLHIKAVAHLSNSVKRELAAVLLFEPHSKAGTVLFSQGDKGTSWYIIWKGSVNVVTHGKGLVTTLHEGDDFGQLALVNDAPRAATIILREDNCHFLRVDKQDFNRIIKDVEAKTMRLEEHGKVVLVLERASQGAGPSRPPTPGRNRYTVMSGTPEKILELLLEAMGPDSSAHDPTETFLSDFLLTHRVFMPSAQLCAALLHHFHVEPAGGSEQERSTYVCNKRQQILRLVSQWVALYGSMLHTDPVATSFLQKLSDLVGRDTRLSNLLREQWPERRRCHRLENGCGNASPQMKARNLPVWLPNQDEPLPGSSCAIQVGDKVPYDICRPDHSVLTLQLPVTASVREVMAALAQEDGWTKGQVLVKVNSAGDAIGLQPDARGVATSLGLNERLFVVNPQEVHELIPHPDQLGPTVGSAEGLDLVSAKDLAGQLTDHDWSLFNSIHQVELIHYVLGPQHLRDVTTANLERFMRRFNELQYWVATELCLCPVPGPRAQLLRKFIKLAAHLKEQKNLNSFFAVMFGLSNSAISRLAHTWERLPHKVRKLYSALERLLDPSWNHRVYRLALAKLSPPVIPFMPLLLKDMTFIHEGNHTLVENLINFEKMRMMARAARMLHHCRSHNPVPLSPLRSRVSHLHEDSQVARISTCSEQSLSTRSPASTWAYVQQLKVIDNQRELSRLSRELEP
aSyn yeast inh: rescues yeast growth from alpha-synuclein toxicity; Yeast expressing alpha-synuclein, growth rescue, BacTiter-Glo, 24 h; Potency, µM (highest dose often 46.1 µM), for inactives: top-dose growth rescue (activation), usual class: activators; actives 0.14% (n = 370,000); AID 652106; also: potency is read from the fitted curve at half-maximal effect; % of control where 0% means no effect; nearly all actives have a fitted effect of over 65% in size
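Screening used galactose-induced yeast with toxic alpha-synuclein levels, exposed to compound for 24 hr at 30 deg C. Cell growth, read with BacTiter-Glo luminescence, gave the measured signal.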
EPAC1 agonist: EPAC1 (human) agonism | actives 0.073% (n = 360,000) | AID 720707 | Potency, µM (top dose mostly 154 µM), for inactives: top-dose activation, most hits filed as activators | EPAC1 agonist qHTS, biochemical assay; response scale: 100% = response to 6.5 mM cAMP | O95398; also: potency is read from the fitted curve at half-maximal effect; nearly all actives have a fitted effect of over 60% in size
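Nucleotide exchange assay: 100 nM EPAC1 with 250 nM Rap1B loaded with BODIPY-GDP and 50 uM GDP, room temperature. Fluorescence (480/540 nm) read every 5 min for 30 min; signal change normalized to 6.5 mM cAMP as full agonist.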
PI5P4K alpha inh: inhibitors of human PI5P4K alpha | P48426 | max response, % | actives 1.2% (n = 330,000) | PI5P4Kalpha enzyme, ADP-Glo luminescence, 60 min; hits give low values | AID 652105; active = max response of -50% or lower; inconclusive = between -30% and -50%; inactive = -30% or higher; also: value at the top dose of about 77 µM; % is scaled to controls: 0 for no effect and ±100 for the full control effect
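Enzyme plus substrate dispensed, test compounds pinned in, then ATP (5 microM final) added. After 60 min at RT, ADP-Glo reagent 1 for 45 min and reagent 2 for 30 min preceded luminescence imaging.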
Active calls of the source: *; ? = inconclusive; . = no result given. Unless noted, calls follow the shape of the dose curve; as a rule, active = well fitted curve in the direction sought with a large enough effect; inconclusive = small, poorly fitted or top-dose-only effect, or another doubt; inactive = no such curve, though single readings can be large; an effect the other way counts as inactive or inconclusive. No enrichment for hits; about 4.1% have a hit in one of these screens.

mol | FUS suppressor | IL2 activator | PLK1 PBD block | Abeta rescue | WRN helicase inh | EPAC1 antagonist | aSyn yeast inh | EPAC1 agonist | PI5P4K alpha inh
COCc1cc(C)n(CC(=O)Nc2ccc3c(c2)OCO3)c(=O)c1C#N | -18% | 2.2 | -2% | -1% | -6% | -2% | 0% | -4% | 5
CN(CC(=O)Nc1cccc(F)c1)C(=O)Cn1cnc2c1c(=O)n(C)c(=O)n2C | -5% | 0.4 | -1% | 3% | -2% | 3% | 0% | 5% | -1
Cc1cc(OCC(=O)NC(C)(C)C)ccc1Cl | . | 0.2 | -1% | 23% | -2% | 4% | 1% | 5% | 20
COc1ccc(N(CC(=O)NCc2ccccc2)S(=O)(=O)c2c(C)noc2C)cc1 | 5% | 0.1 | 0% | 7% | -12% | -2% | -1% | 4% | .
O=C(Cc1n[nH]c(=O)c2ccccc12)OCC(=O)c1ccc(OC(F)F)cc1OC(F)F | 4% | -0.6 | -10% | -11% | -34% | -15% | -9% | -7% | -7
COc1ccc(NC(=O)C2C(c3ccccc3)C2(Cl)Cl)c(OC)c1 (stereo unspecified) | -14% | 0.2 | 2% | 2% | 0% | 0% | 2% | 12% | 10
CC(C)(C)C(=O)CC(=O)Nc1ccc(Cl)c(N)c1 | -3% | -1.7 | 0% | 7% | -4% | 11% | 7% | -1% | .
CCCNC(=O)C1CC(=O)N(c2ccc(OCC(=O)Nc3cc(C)cc(C)c3)cc2)C1 (stereo unspecified) | -1% | 0.2 | -13% | -5% | -22% | ? | 1% | -4% | 20
COc1ccc(-n2c(Cc3cccn3C)nnc2SCC(=O)Nc2ccccc2OC)cc1 | 35% | -0.4 | -25% | 25% | -13% | ? | -1% | -11% | 4
Cc1nc(SCC(=O)c2ccc(Cl)s2)c2oc3ccccc3c2n1 | -12% | -3.3 | 1% | 6% | 16% | 17% | -16% | -2% | 0
CCOC(=O)C1=C(Nc2ccccc2)CC(C)(O)C(C(=O)OCC)C1c1ccccc1 (stereo unspecified) | . | -0.6 | -2% | 0% | 5% | -13% | 2% | -10% | -4
O=C(Nc1ccc(N2CCN(C(=O)c3ccccc3F)CC2)cc1)c1cncc(Br)c1 | . | -2.3 | 2% | -5% | -11% | 3% | 7% | 9% | -1
CCCCNC(=O)N1CCOCCOCCN(C(=O)NCCCC)CCOCCOCC1 | -16% | 0.2 | -13% | -3% | 2% | -13% | -3% | 7% | 6
Cc1csc2ncc(C(=O)Nc3ccc(C(F)(F)F)cc3)c(=O)n12 | -13% | -1.0 | -17% | 0% | 5% | -13% | -6% | -5% | 3
CN(C(=O)c1ccc(NC(=O)Cc2cccc(NC(=O)C3CCCN(C(=O)C4CC4)C3)c2)cc1)C1CCCC1 (stereo unspecified) | 31% | 1.1 | 10% | 4% | 0% | -11% | 4% | -2% | 6
O=C(Nc1cccc2ccccc12)NC1Cc2ccccc2C1 | -12% | 0.3 | -2% | 0% | 4% | 2% | 2% | 0% | -3

5 records drawn at random from those above, as already listed:
mol | FUS suppressor | IL2 activator | PLK1 PBD block | Abeta rescue | WRN helicase inh | EPAC1 antagonist | aSyn yeast inh | EPAC1 agonist | PI5P4K alpha inh
COCc1cc(C)n(CC(=O)Nc2ccc3c(c2)OCO3)c(=O)c1C#N | -18% | 2.2 | -2% | -1% | -6% | -2% | 0% | -4% | 5
CC(C)(C)C(=O)CC(=O)Nc1ccc(Cl)c(N)c1 | -3% | -1.7 | 0% | 7% | -4% | 11% | 7% | -1% | .
CN(C(=O)c1ccc(NC(=O)Cc2cccc(NC(=O)C3CCCN(C(=O)C4CC4)C3)c2)cc1)C1CCCC1 (stereo unspecified) | 31% | 1.1 | 10% | 4% | 0% | -11% | 4% | -2% | 6
COc1ccc(-n2c(Cc3cccn3C)nnc2SCC(=O)Nc2ccccc2OC)cc1 | 35% | -0.4 | -25% | 25% | -13% | ? | -1% | -11% | 4
CCOC(=O)C1=C(Nc2ccccc2)CC(C)(O)C(C(=O)OCC)C1c1ccccc1 (stereo unspecified) | . | -0.6 | -2% | 0% | 5% | -13% | 2% | -10% | -4

Further records
mol | FUS suppressor | IL2 activator | PLK1 PBD block | Abeta rescue | WRN helicase inh | EPAC1 antagonist | aSyn yeast inh | EPAC1 agonist | PI5P4K alpha inh
O=C(O)c1cc(-c2ccncc2)nc2ccc(S(=O)(=O)N3CCOCC3)cc12 | 34% | 0.3 | -9% | -5% | -23% | -10% | -2% | 8% | .
O=C(NCCOc1ccc(F)cc1)C1CCC(=O)N(CCc2ccccn2)C1 (stereo unspecified) | 4% | 0.6 | 1% | 11% | 7% | 7% | -1% | -20% | 5
CC(=O)N1c2ccccc2N=C(c2ccc3c(c2)OCO3)C1C(=O)NCc1ccccc1 (stereo unspecified) | 20% | -0.3 | -7% | 2% | -10% | -13% | 0% | 1% | -3
COc1ccc(N(CC(=O)Nc2ccccc2OC)S(=O)(=O)c2ccc(NC(C)=O)cc2)cc1 | ? | 2.0 | -17% | 5% | ? | -22% | -6% | 14% | -9
Cc1oc(-c2ccccc2)cc1C(=O)Nc1cccc(/C=C\C(=O)O)c1 | 17% | -2.2 | -23% | 11% | 0% | -8% | 21% | -17% | 0
COc1ccc(-n2nnnc2C(c2ccccc2OC(F)(F)F)N2CCN(C/C=C/c3ccccc3)CC2)cc1 (stereo unspecified) | 26% | -0.9 | 5% | -4% | -18% | -22% | -10% | -11% | 15
CCC1OC2(C)OC(=N)C1(C#N)C(C#N)(C#N)C2c1ccccc1 (stereo unspecified) | . | 0.1 | -18% | 25% | ? | 8% | -3% | 3% | -2
Cc1ccc(NC(=O)C2CCCC2)cc1S(=O)(=O)N1CCOCC1 | -16% | -0.4 | -11% | -1% | 0% | -5% | -1% | 13% | 6

New compounds follow:
Screens in order: FUS suppressor, IL2 activator, PLK1 PBD block, Abeta rescue, WRN helicase inh, EPAC1 antagonist, aSyn yeast inh, EPAC1 agonist, PI5P4K alpha inh
- COc1cc(OC)cc(-c2c(C#Cc3ccsc3)c3cc(-c4ccc5c(c4)OCCO5)ccc3n2C)c1
    16%, -2.4, 6%, -15%, 0%, 5%, -3%, -5%, 3
- Cc1cc(C)cc(OCCNC(=O)c2cc(S(=O)(=O)N3CCOCC3)ccc2F)c1
    24%, -0.6, -2%, -7%, -7%, -6%, 5%, 1%, 3
- O=C(CCN1C(=O)/C(=C/c2ccc(Cl)cc2)SC1=S)Nc1cccnc1
    28%, -0.7, -14%, 5%, -3%, 12%, 10%, 12%, 1
- Cn1ccnc1C(=O)c1cc(SCC(=O)N2CCOCC2)nc2ccccc12
    25%, -1.8, -17%, 16%, -1%, -15%, 6%, 3%, 1
- COc1ccc(CNC(=O)C/C(C)=N/NC(=O)Cc2ccc(OC)cc2)cc1
    -1%, -1.1, -2%, -5%, -2%, 0%, -13%, -8%, -2
- Cc1cccc(C(=O)NCCC(=O)Nc2ccc(F)c([N+](=O)[O-])c2)c1
    6%, -3.3, -12%, -10%, -2%, -17%, 0%, 5%, -3
- c1ccc(-c2cc(-c3nc4ccccc4[nH]3)c3ccccc3n2)cc1
    34%, -1.4, -12%, -2%, -9%, ?, -1%, 22%, 15
- COc1ccc(/C=N/NC(=O)c2cccc(Br)c2)cc1CSc1ccccn1
    ., 0.1, -4%, 5%, -1%, -15%, 11%, 3%, -5
- CSCCCNC(=S)N1CCc2ccccc2C1
    -13%, 1.9, -15%, ?, -3%, 3%, -11%, 12%, -1
- CC(=O)c1sccc1NC(=O)c1ccccc1C(=O)O
    4%, 2.8, 9%, -6%, -11%, -4%, 1%, 3%, 1
- CS(=O)(=O)N1CCc2cc(S(=O)(=O)NCCNS(=O)(=O)c3ccc4c(c3)CCN4S(C)(=O)=O)ccc21
    10%, -0.5, -1%, -4%, 2%, -22%, -4%, -2%, 0
- COc1cccc(Nc2nc(C(N)c3ccccc3)cs2)n1 (stereo unspecified)
    -16%, -0.1, -15%, -21%, -6%, -11%, 0%, 2%, 10
- O=C(NS(=O)(=O)Oc1ccccc1F)OC[C@@H]1CCCN2CCCCC12 (stereo partly specified)
    15%, -0.6, -22%, -11%, 6%, 0%, -7%, 3%, 0
- O=C(CSc1ccc2nnc(-c3ccccn3)n2n1)NCC1CCCO1 (stereo unspecified)
    -5%, -1.2, 2%, 0%, 0%, -8%, -1%, 1%, 2
- N#CC(c1cccc([N+](=O)[O-])c1)C(CC(=O)c1ccccc1)c1ccccc1 (stereo unspecified)
    ?, -4.2, 2%, 9%, 16%, 8%, 18%, 6%, 1
- CC1Cc2ccccc2N1C(=O)CSc1ccccc1 (stereo unspecified)
    24%, 1.5, -10%, 15%, -2%, -10%, 5%, 5%, .
- CSc1cccc(NC(C)C(=O)NCc2ccccc2)c1 (stereo unspecified)
    9%, -0.8, -3%, -12%, -25%, 6%, 4%, -11%, 3
- CC(=O)N1CCN(C(=S)Nc2ccc(Oc3ccccc3)cc2)CC1
    3%, -0.2, -20%, 3%, 7%, -2%, 4%, 9%, 6
- Cc1ccsc1C(=O)NNC(=O)Nc1ccc(Cl)c(Cl)c1
    22%, -0.5, ?, 0%, 1%, -2%, 1%, -3%, 9
- COC(=O)Cc1c(-c2[nH]c3ccccc3c2CC(=O)OC)[nH]c2ccccc12
    ., -0.2, 0%, -1%, 4%, -8%, -5%, -7%, -4

From PubChem
